Screening data deposited in PubChem by National Center for Advancing Translational Sciences (NCATS).
HP1b chromo inh – blocks HP1-beta chromodomain binding to methylated histone tails; Potency, µM (top dose mostly 114 µM), for the others: at the highest dose activity change, negative = inhibition, most hits filed as inhibitors; P83916; AlphaScreen HP1-beta / biotin-H3K9me3 peptide binding; hit rate 0.56% among 390,000; note: nearly all actives have a fitted effect of over 70% in size; inactives centre near 23
Target sequence (P83916 whole entry, looked up): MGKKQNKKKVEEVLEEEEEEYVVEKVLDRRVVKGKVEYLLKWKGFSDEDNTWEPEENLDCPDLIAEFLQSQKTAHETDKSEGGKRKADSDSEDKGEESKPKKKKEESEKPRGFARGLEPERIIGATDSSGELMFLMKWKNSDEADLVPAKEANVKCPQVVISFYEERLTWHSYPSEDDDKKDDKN
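AlphaScreen: HP1-beta (50 nM) preformed 30 min with biotin-H3(1-18)K9me3 peptide (50 nM) in PBS pH 7.4, 0.01% Tween-20. Compound added for 30 min at RT, then streptavidin donor/nickel chelate acceptor beads (10 ug/mL) for 30 min.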
G9a block – blocks human histone lysine methyltransferase G9a. G9a H3K9 monomethylation, AlphaScreen, 2 h. Potency, µM (titrated, usually from 102 µM), for the others: top-dose activity, negative = inhibition, most hits filed as inhibitors. hit rate 8.8% among 350,000. AID 504332; note: % is set by controls: 0 for no effect and ±100 for the full control effect; nearly all actives have a fitted effect of over 75% in size
Target sequence (Q96KQ7 913-1193 limits assumed): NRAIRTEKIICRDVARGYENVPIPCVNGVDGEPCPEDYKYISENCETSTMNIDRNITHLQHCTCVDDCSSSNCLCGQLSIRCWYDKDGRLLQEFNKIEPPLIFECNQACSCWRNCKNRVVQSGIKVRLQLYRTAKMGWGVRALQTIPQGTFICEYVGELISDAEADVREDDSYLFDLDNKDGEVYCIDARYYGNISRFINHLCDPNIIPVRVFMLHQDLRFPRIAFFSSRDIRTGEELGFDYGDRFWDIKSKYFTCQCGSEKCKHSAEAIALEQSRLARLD
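Chemiluminescent proximity detection of H3K9 monomethylation, read after 10 min bead incubation in the dark. Reaction: 20 nM G9a, 500 nM biotin-H3K9 peptide, 20 uM SAM cofactor, 2 h, room temperature, following 15 min enzyme-compound preincubation.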
PGK inhibitor – blocks T. brucei phosphoglycerate kinase; PGK/GAPDH coupled, Kinase-Glo luminescence, 60 min; hit rate 0.043% among 380,000; Potency, µM (titrated, usually from 57.5 µM), inactives show top-dose activity change, negative = inhibition, usual class: inhibitors; note: % is set by controls: 0 for no effect and ±100 for the full control effect; nearly all actives have a fitted effect of over 60% in size
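Recombinant glycosomal PGK reaction used 1,3-bisphosphoglycerate generated in-well by GAPDH (100nM final) in 100mM TEA pH 7.6, 5mM MgCl2, 0.01% Tween-20. After 60 minutes at room temperature, ATP was read by Kinase-Glo Plus luminescence end-point.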
Pin1 inh – blocks the human prolyl isomerase Pin1; Pin1 FP peptide displacement, HiFluor488, 10 min; AID 504891; hit rate 0.009% among 390,000; Q13526; Potency, µM (series often up to 115 µM), for the others: top-dose activity, negative = inhibition, usual class: inhibitors; active = well fitted inhibition curve with a large enough effect in the polarisation, with a control signal flat, not every such curve was filed as active; inconclusive = small, poorly fitted or top-dose-only effect, or effect the other way, or a change in a side signal; inactive = no such curve, though single readings can be large or run the other way; the % refers to the polarisation; note: % is set by controls: 0 for no effect and ±100 for the full control effect
Target sequence (Q13526 whole entry, looked up): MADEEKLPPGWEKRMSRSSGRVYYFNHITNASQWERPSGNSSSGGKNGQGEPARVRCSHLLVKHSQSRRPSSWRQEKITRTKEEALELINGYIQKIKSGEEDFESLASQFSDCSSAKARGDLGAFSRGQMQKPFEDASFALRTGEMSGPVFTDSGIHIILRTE
BAZ2B block – blocks human BAZ2B. hit rate 4.4% among 360,000. AlphaScreen BAZ2B-H3K14Ac peptide displacement. Potency, µM (titrated, usually from 114 µM), inactives show at the highest dose activity change, negative = inhibition, most hits filed as inhibitors. AID 504333. Q9UIF8; note: % is set by controls: 0 for no effect and ±100 for the full control effect; nearly all actives have a fitted effect of over 60% in size
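Multi-concentration screen (max 110 uM) measuring displacement of acetylated histone H3 peptide from BAZ2B by AlphaScreen, using 50 nM protein, 50 nM peptide and 10 ug/mL streptavidin donor plus Ni-chelate acceptor beads.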
JMJD2A Tudor – inhibitors of human JMJD2A Tudor domain | hit rate 4.4% among 390,000 | O75164 | Potency, µM (doses to about 114 µM), for inactives: at the top dose activity change, negative = inhibition, hits mostly inhibitors | AID 504339 | AlphaScreen JMJD2A-Tudor / H3K4me3 peptide binding; note: % is set by controls: 0 for no effect and ±100 for the full control effect; nearly all actives have a fitted effect of over 50% in size
Pol iota inh – inhibitors of human DNA polymerase iota. Potency, µM (series often up to 115 µM), inactives show top-dose activity, negative = inhibition, usual class: inhibitors. AID 588590. Q9UNA4. Pol iota fluorescent replication assay, 10 min. hit rate 1% among 390,000
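Pol iota at 10 nM preincubated 15 min with compounds at room temperature; reaction started with fluorescent substrate, 50 nM final. Fluorescence read kinetically at 0 and 10 min; buffer-only wells as negative control.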
BLM inh – inhibitors of human Bloom syndrome helicase BLM; AID 2528; recombinant BLM DNA unwinding, fluorescence dequenching; P54132; hit rate 0.2% among 350,000; Potency, µM (doses to about 56.1 µM), inactives show at the highest dose activity change, negative = inhibition, most hits filed as inhibitors;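 note: plate controls were vehicle for no effect and no enzyme for full effect; nearly all actives have a fitted effect of over 35% in size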
GLS inh – glutaminase GLS (human) inhibition. GLS enzymatic activity, qHTS titration. Potency, µM (doses to about 45.5 µM), for the others: at the highest dose activity change, negative = inhibition, hits mostly inhibitors. hit rate 0.21% among 410,000; note: % is set by controls: 0 for no effect and ±100 for the full control effect
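Coupled fluorescence readout: glutamate oxidase/HRP/Amplex Red detect glutamate formed by hKGA from L-glutamine (1 mM solution added). Buffer 45 mM KH2PO4 pH 8.2, 0.02% Tween-20; reads at t0 and 30 min RT.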
Active calls of the source: *; i = inactive; ? = inconclusive; . = no result given; & = joins results of further samples; [ ] = dose if it differs, or a comment. Unless noted, calls come from the whole dose curve; as a rule, active = well fitted curve in the direction sought with a large enough effect; inconclusive = small, poorly fitted or top-dose-only effect, or another doubt; inactive = no such curve, though single readings can be large; an effect the other way counts as inactive or inconclusive. Potency is the fitted concentration of half-maximal effect.

HP1b chromo inh,G9a block,PGK inhibitor,Pin1 inh,BAZ2B block,JMJD2A Tudor,Pol iota inh,BLM inh,GLS inh,molecule
18%,?,i,-10%,-5%,-3%,20%,-15%,7%,Cc1nn(C)c(C(=O)Nc2ccc(Cn3cccn3)cc2)c1[N+](=O)[O-]
52%[activator],-10%,-2%,-6%,?,1%,14%,2%,0%,Cc1cc(C)c(S(=O)(=O)Nc2ccnc(-c3cccnc3)n2)c(C)c1
-23%,?,0%,-4%,?,?,28%,2%,0%,N=c1c2c(-c3ccccc3)c(-c3ccccc3)n(Cc3ccco3)c2ncn1CCCn1ccnc1
28%,.,-8%,2%,.,-12%,28%,5%,1%,COc1c2ccoc2cc2oc(C)cc(=O)c12
26%,-30%,5%,5%,-38%,-9%,2%,-4%,7%,O=C1CC(/C=C/c2cccnc2)=Nc2ccccc2N1
7%,-32%,3%,6%,1%,-3%,19%,-2%,16%,COc1ccc(CN2CCNC(=O)C2CC(=O)N(C)Cc2ccon2)c(OC)c1 (configuration not stated)
4%,-36%[59 µM],-1%,-2%,-18%,-20%,2%,-3%,-6%,CCCn1c2ccccc2c2cnn(CC(=O)N3CCN(c4ccccc4F)CC3)c(=O)c21
26%,16%[59 µM],1%,-5%,14%,1%,10%,-2%,3%,O=c1[nH]c2ccc(S(=O)(=O)N3CCCCC3)cc2[nH]1
19%,41%[59 µM],-1%,-20%,-4%,-25%,-17%,3%,0%,COc1ccc(-c2nnnn2CCc2ccccc2)cc1
-12%,?,4%,-1%,?,?,104%[activator],4%,-6%,COc1ccccc1NC(=O)c1ccc(-c2ccccc2[N+](=O)[O-])o1
-5%,?,-1%,4%,50µM*,79µM*,1%,1%,8%,CCN1CCN(c2ncc3c(n2)CCN(Cc2cc(F)cc(F)c2)C3)CC1
11%,-3%[59 µM],-4%,-7%,-13%,-21%,27%,-4%,10%,Cc1cc(=O)oc2cc(NC(=O)CCCC(=O)O)ccc12
8%,2.8µM*,-6%,24%,12%,?,-1%,-12%,3%,Cc1ccc(N=C2NC(=O)/C(=C\c3cccs3)S2)cc1C
65%[activator],.,i,-1%,.,-14%,2%,.,-8%,O=C(Cn1cnc2c(OCc3ccccc3)ncnc21)NCCCn1ccnc1
28%,-3%,i,2%,-5%,-8%,5%,-1%,-7%,CC(=O)Nc1ccc(S(=O)(=O)N2CCN(C(=O)c3cccnc3)CC2)cc1
3%,79µM*,-8%,?,-35%,-35%,?,-15%,2%,O=C(O)CCn1cc(/C=C/C(=O)c2ccc(Cl)cc2)c(-c2ccc(Br)cc2)n1
-10%,?,-7%,2%,.,-30%,?,-10%,17%,CCNC(=S)N(CCc1c(C)[nH]c2ccc(Cl)cc12)Cc1ccco1
43%[activator],.,-5%,20%,-11%,2%[11.4 µM],83%[activator],1%,5%,CC(=O)NC(=S)Nc1ccc2oc(-c3cc(F)c(F)cc3Cl)nc2c1
38%[activator],?,-2%,2%,8%,-7%,18%,-2%,0%,Cc1ccccc1N1C(=O)CC(N2CCC(C(N)=O)CC2)C1=O (configuration not stated)
21%,6%,-1%,3%,-18%,-7%,-24%,-4%,2%,CC(C)(C)n1ncc2c(=O)n(CC(=O)N3CCCCC3)cnc21
19%,12%[59 µM],?,-1%,-29%,-12%,32%[activator],0%,14%,Cc1cccc(NC(=S)NCC(c2ccccc2)N(C)C)c1 (configuration not stated)
29%,0%[12.7 µM],-7%,21%,-15%,-10%,4%,1%,-2%,CC(=O)c1nn(-c2cccc(Br)c2)cc1C(=O)c1cccc2ccccc12
27%,.,7%,6%,10%,22µM*,78%[activator],-1%,0%,COCCCn1c(=S)[nH]c(C)c(C)c1=O
23%,10%[59 µM],-10%,6%,-9%,-19%,?,-1%,8%,Cc1cc(C)cc(NC(=O)Cc2csc(C)n2)c1
1%[57 µM],-17%[59 µM],5%,-3%,-15%,-18%,-6%,-7%,4%,CCc1cccc(NC(=O)CSC2=Nc3ccccc3N=C(c3ccc(F)cc3)C2)c1
30%&5%,6%&-2%[59 µM],-1%&-3%,?,1%&4%,1%&-7%,30%&4%[activator],-1%&-3%,1%&0%,COc1ccc(NC(=O)CCCSc2nc(-c3ccco3)cc(C(F)(F)F)n2)cc1OC
20%,-2%[59 µM],i,2%,4%,-12%,5%,1%,19%,O=C(c1ccc(=O)[nH]c1)N(Cc1cccs1)C1(C(=O)NC2CCCC2)CCCCC1
12%,-10%,-8%,-6%,-2%,-6%,144%[activator],0%,1%,COc1ccc(NC(=O)CC2C(=O)NCCN2C(=O)c2ccc(N(C)C)cc2)cc1 (configuration not stated)
30%,-1%[59 µM],5%,19%,-11%,-22%,12%,-7%,-7%,CCOc1ccccc1NC(=O)N1CCc2c(sc(C)c2CC)C1c1ccccc1 (configuration not stated)
19%,-8%[2.33 µM],6%,0%,5%,-3%,14%,0%,-1%,COc1ccccc1C(=O)OC1CCCN(C)C1 (configuration not stated)
3%,.,2%,6%,-11%,-25%,62%[activator],-9%,?,O=C(Nc1ccc(Nc2ccccc2)cc1)c1c(F)c(F)c(F)c(F)c1F
8%,7%[59 µM],i,17%,?,-34%,11%,-7%,8%,CCOc1ccccc1NC(=O)c1cc(C(=O)c2cc(OC)ccc2O)coc1=N
5%,.,-1%,2%,-25%,-13%,23%,-4%,0%,O=C(Nc1cccc(C(=O)N2CCN(c3ccccc3)CC2)c1)c1ccco1
?,16%[12.7 µM],-9%,19%,40µM*,56µM*,-7%,-14%,1%,Cc1cc(/C=N/n2cnnc2)c(C)n1-c1ccc(OCc2ccc(Cl)cc2Cl)cc1
15%,0%[59 µM],i,16%,-19%,-10%,0%,-8%,-19%,Cc1ccccc1OCCSc1nc2ccc(NC(=O)c3ccco3)cc2s1
36%,-2%,7%,?,5%,-20%,-15%,0%,-10%,CC1Cc2nc(SCC(=O)NCc3ccco3)n(-c3ccccc3)c(=O)c2S1 (configuration not stated)
10%,10%,-4%,5%,5%,-12%,19%,0%,7%,CCOC(=O)Cc1cc(=O)n2[nH]c(C(C)(C)C)cc2n1
43%[activator],.,-7%,-3%,0%,14%,-4%[58.9 µM],0%,1%,N#CCSc1nc2ccccc2o1
35%,.,-5%,0%,-13%,-14%,8%,-3%,4%,O=C(O)/C(=N/NC(=O)c1ccc(Cl)cc1)c1ccccc1
25%,-44%[2.33 µM],1%,11%,-2%,-18%,4%,-2%,17%,CC[C@@H](C)[C@H](NC(=O)Cc1c(C)c2c(cc(C)c3c(C)coc32)oc1=O)C(=O)O
21%,-34%,i,-6%,0%,-5%,20%,.,-5%,Cc1ccnc2nc(C(=O)OCC(=O)N3CC(C)CC(C)C3)nn12 (configuration not stated)
19%,7%,10%,14%,-11%,-2%,33%[activator],-5%,-6%,COc1ccc(CCNC(=O)COC(=O)c2ccc(N3CCCC3=O)cc2)cc1
-11%,19%,-5%,5%,0%,?,33%[activator],-6%,7%,C=CCn1cccc(C(=O)Nc2ccc(OC)cc2OC)c1=O

Given with values under each structure: entries from further up.
Order of values: HP1b chromo inh	G9a block	PGK inhibitor	Pin1 inh	BAZ2B block	JMJD2A Tudor	Pol iota inh	BLM inh	GLS inh
- COc1ccc(NC(=O)CC2C(=O)NCCN2C(=O)c2ccc(N(C)C)cc2)cc1 (configuration not stated)
→ 12%	-10%	-8%	-6%	-2%	-6%	144%[activator]	0%	1%
- CCOc1ccccc1NC(=O)N1CCc2c(sc(C)c2CC)C1c1ccccc1 (configuration not stated)
→ 30%	-1%[59 µM]	5%	19%	-11%	-22%	12%	-7%	-7%
- COc1ccccc1C(=O)OC1CCCN(C)C1 (configuration not stated)
→ 19%	-8%[2.33 µM]	6%	0%	5%	-3%	14%	0%	-1%
- O=C(Nc1ccc(Nc2ccccc2)cc1)c1c(F)c(F)c(F)c(F)c1F
→ 3%	.	2%	6%	-11%	-25%	62%[activator]	-9%	?
- CCOc1ccccc1NC(=O)c1cc(C(=O)c2cc(OC)ccc2O)coc1=N
→ 8%	7%[59 µM]	i	17%	?	-34%	11%	-7%	8%
- O=C(Nc1cccc(C(=O)N2CCN(c3ccccc3)CC2)c1)c1ccco1
→ 5%	.	-1%	2%	-25%	-13%	23%	-4%	0%
- Cc1cc(/C=N/n2cnnc2)c(C)n1-c1ccc(OCc2ccc(Cl)cc2Cl)cc1
→ ?	16%[12.7 µM]	-9%	19%	40µM*	56µM*	-7%	-14%	1%
- Cc1ccccc1OCCSc1nc2ccc(NC(=O)c3ccco3)cc2s1
→ 15%	0%[59 µM]	i	16%	-19%	-10%	0%	-8%	-19%
- CC1Cc2nc(SCC(=O)NCc3ccco3)n(-c3ccccc3)c(=O)c2S1 (configuration not stated)
→ 36%	-2%	7%	?	5%	-20%	-15%	0%	-10%
- CCOC(=O)Cc1cc(=O)n2[nH]c(C(C)(C)C)cc2n1
→ 10%	10%	-4%	5%	5%	-12%	19%	0%	7%
- N#CCSc1nc2ccccc2o1
→ 43%[activator]	.	-7%	-3%	0%	14%	-4%[58.9 µM]	0%	1%
- O=C(O)/C(=N/NC(=O)c1ccc(Cl)cc1)c1ccccc1
→ 35%	.	-5%	0%	-13%	-14%	8%	-3%	4%
- CC[C@@H](C)[C@H](NC(=O)Cc1c(C)c2c(cc(C)c3c(C)coc32)oc1=O)C(=O)O
→ 25%	-44%[2.33 µM]	1%	11%	-2%	-18%	4%	-2%	17%
- Cc1ccnc2nc(C(=O)OCC(=O)N3CC(C)CC(C)C3)nn12 (configuration not stated)
→ 21%	-34%	i	-6%	0%	-5%	20%	.	-5%

Only part of the results is shown. The share of hits here may be higher or lower than overall.
